# Source: PubChem
# BaF3 tox: parental Ba/F3 cell viability inhibition, counter-screen for JAK2V617F inhibitor project, murine pro-B, CellTiter-Glo luminescence; CellTiter-Glo ATP luminescence; inhibition, % at 5.6 µM; actives 1.1% (n = 220,000); AID 1486, 2009;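 active = inhibition above a per-campaign cutoff, the mean inhibition of all tested compounds plus 3 SD, cut at about 27% in these data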;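 note: 0% = DMSO wells and 100% = JAK Inhibitor I control wells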
# Furin inh: human furin inhibitors, primary screen, biochemical, fluorescence intensity; P09958; purified furin, fluorogenic substrate cleavage; inhibition, % at 30 µM; actives 0.061% (n = 220,000); AID 463115, 2010; in the data active = inhibition above about 25%; note: inactives centre near -15
# Target sequence (P09958 108-714 limits assumed): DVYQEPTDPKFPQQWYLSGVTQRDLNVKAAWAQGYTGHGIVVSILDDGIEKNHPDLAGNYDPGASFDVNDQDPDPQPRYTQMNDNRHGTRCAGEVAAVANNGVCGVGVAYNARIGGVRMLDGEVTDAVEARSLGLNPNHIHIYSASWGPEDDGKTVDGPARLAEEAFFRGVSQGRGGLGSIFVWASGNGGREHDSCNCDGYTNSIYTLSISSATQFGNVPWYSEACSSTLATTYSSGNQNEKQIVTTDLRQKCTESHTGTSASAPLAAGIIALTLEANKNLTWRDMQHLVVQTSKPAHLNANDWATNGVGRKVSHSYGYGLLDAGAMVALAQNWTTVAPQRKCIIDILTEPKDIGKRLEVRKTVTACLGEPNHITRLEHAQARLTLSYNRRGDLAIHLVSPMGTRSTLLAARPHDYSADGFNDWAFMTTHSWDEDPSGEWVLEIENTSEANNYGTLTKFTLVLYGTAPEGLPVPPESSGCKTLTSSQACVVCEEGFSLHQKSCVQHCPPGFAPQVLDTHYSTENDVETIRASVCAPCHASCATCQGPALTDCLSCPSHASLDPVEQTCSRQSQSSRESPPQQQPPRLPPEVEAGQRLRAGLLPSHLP
# Ba/F3 V617F tox: reduced viability of JAK2V617F-dependent Ba/F3 cells, primary screen, JAK2V617F inhibitor project, cell-based, Ba/F3 EpoR-JAK2V617F, luminescence | ATP luminescence | inhibition, % at 5.6 µM | actives 1.1% (n = 220,000);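 active = inhibition above the campaign mean plus 3 SD over all tested compounds, cut at about 24% in these data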;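 note: cytokine-independent growth of Ba/F3 cells driven by EpoR plus mutant JAK2; 0% = DMSO-treated cells and 100% = JAK inhibitor I control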
# PPC-1+TRAIL kill: compounds killing PPC-1 cancer cells with TRAIL present, primary screen, TRAIL potentiator project, ATPLite luminescence, uHTS. PPC-1 cells + TRAIL, ATPLite viability luminescence. cell killing (% activity), % at 4 µM. actives 0.41% (n = 220,000). AID 1443, 2008;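 active = cell killing above 50% in the first pass at 4 µM, then a duplicate retest at 5 µM averaging 50% or more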;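 note: plate controls were cells with TRAIL plus DMSO for no effect and medium-only wells lacking cells for full effect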
# EP2 antag: human EP2 receptor antagonists, primary screen, TR-FRET cAMP, C6 glioma cells | Prostaglandin E2 receptor EP2 subtype (Homo sapiens), P43116 | C6 glioma cells expressing human EP2; cells stimulated with saturating PGE2 | inhibition, % at 25 µM | actives 0.52% (n = 260,000);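 active = percent inhibition above 40 after rounding to a whole number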;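 note: rat C6 glioma host cells with rolipram phosphodiesterase inhibitor present; the protocol text gives 20 µM as final concentration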
# Target sequence (P43116 whole entry, looked up): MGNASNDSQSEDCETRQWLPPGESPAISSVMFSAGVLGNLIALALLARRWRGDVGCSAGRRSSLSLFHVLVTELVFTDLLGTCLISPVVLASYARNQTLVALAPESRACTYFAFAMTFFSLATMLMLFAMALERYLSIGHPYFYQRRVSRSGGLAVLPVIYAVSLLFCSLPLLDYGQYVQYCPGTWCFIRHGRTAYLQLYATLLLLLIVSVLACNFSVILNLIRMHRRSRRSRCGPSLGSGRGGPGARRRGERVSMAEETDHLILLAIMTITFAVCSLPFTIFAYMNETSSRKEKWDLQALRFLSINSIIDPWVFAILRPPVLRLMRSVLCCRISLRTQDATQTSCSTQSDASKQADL
# Tb hexokinase: Trypanosoma brucei hexokinase 1 inhibitors, primary screen, biochemical, G6PDH-coupled NADH absorbance, MLSCN library. recombinant TbHK1, G6PDH-coupled NADH A340. inhibition, % at 10 µM. actives 0.11% (n = 220,000);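 active = inhibition of 50% or more in the single-dose primary screen; inactive = inhibition below 50%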
# p47phox inh: p47phox/p22phox peptide binding inhibitors, primary screen, biochemical, uHTS, NADPH oxidase regulatory subunit; actives 0.53% (n = 220,000); inhibition, % at 24.7 µM; fluorescence polarization, 2 h; Neutrophil cytosol factor 1 (Homo sapiens), P14598;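 active = inhibition above about 30%, limit read from the data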;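 note: 0% = p47phox with labelled peptide and 100% = labelled peptide alone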
# RBBP9 inhibitor: human RBBP9 inhibitors, primary screen, biochemical, fluorescence polarization, FP-Rh probe, HTS; Serine hydrolase RBBP9 (Homo sapiens), O75884; inhibition, % at 7.94 µM; actives 0.2% (n = 220,000); recombinant RBBP9;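 active = inhibition above the campaign mean of all tested compounds plus 3 SD, cut at about 14% in these data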;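 note: plate controls were DMSO wells with RBBP9 for no effect and wells lacking RBBP9 protein for full effect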
#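 Measured by – fluorescence polarization · Test system – RBBP9 protein · Input – 2.5 µM RBBP9 dispensing solution, before mixing · Measure – percent inhibition from mP, scaled between DMSO and no-protein wells · Benchmarks – DMSO-treated enzyme wells and wells lacking RBBP9 · Times – preincubation 30 min plus labeling 45 min at 25 °C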
# p97 ATPase inh: inhibitors of human p97 ATPase, primary screen, biochemical; Transitional endoplasmic reticulum ATPase (Homo sapiens), P55072; recombinant p97 ATPase, Kinase-Glo ATP luminescence, 3 h; inhibition, % at 8 µM; actives 0.42% (n = 220,000); in the data active = inhibition above about 15%;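 note: 0% = DMSO vehicle and 100% = wells lacking enzyme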
# Starred values were filed as active, the others as inactive; . = not tested or not shown; & = joins results of further samples; [ ] = another dose, or the depositor's remark.
SMILES,BaF3 tox,Furin inh,Ba/F3 V617F tox,PPC-1+TRAIL kill,EP2 antag,Tb hexokinase,p47phox inh,RBBP9 inhibitor,p97 ATPase inh
CC(C)Cn1c(=O)c(C2=NS(=O)(=O)c3ccccc3N2)c(O)c2ccccc21,-1,-14[20 µM],-2,.,.,-16,.,-4,6
O=C(Cn1cc([N+](=O)[O-])cn1)Nc1ccn(Cc2c(F)c(F)c(F)c(F)c2F)n1,0,-3[20 µM],-4,3,3,-4,11,-3,4
CCc1cc([N+](=O)[O-])cc(CC)c1N,3,-6[20 µM],-4,-7,8,-11,-16,-1,2
Cc1sc(N)c(C(=O)c2ccccc2)c1C,5,-25,-3,2,8,-3,-20,-3,6
COc1cccc2c1OC1(C)CC2N(C(=O)c2ccco2)C(=S)N1c1ccc(F)cc1 (stereo unspecified),9,-17[20 µM],1,-8,7,2,-16,-4,0
COc1ccccc1NC(=O)N1CCN(c2ccc3nnc(-c4ccc(F)cc4)n3n2)CC1,2,-18,3,2,8,-19,-2,-9,1
N/C(=N\OC(=O)/C=C/c1ccccc1)c1ccc(Cl)cc1,5,-12,-6,13,14,-3,6,-9,8
CC(=O)N1CCN(Cc2ccc(Br)s2)CC1,8,-16,3,12,7,3,-2,1,-3
CN1C(=O)C2ON(c3ccccc3)C(c3cccs3)C2C1=O (stereo unspecified),0,-23[20 µM],-3,-14,13,-1,-3,-3,3
O=C(NCCCN1CCOCC1)c1ccc(CS(=O)(=O)Cc2ccccc2Cl)o1,0,-24,-5,33,14,0,-4,-6,2
Cc1nnc(-c2ccc(Oc3ccc(C)c(C)c3)c([N+](=O)[O-])c2)o1,3,6,-1,16,13,36,0,4,0
CCn1c(NCc2cc(Cl)ccc2O)nc2ccccc21,-8,-17,1,11,7,-5,-19,0,-1
CCOC(=O)c1c(NC(=O)COC)sc(C(C)=O)c1C,2,-17[20 µM],-2,16,9,-11,0,-8,0
O=C(N/N=C\c1ccc(Br)cc1)c1ccc(Cn2cccn2)o1,10,-12,-1,17,4,-20,-1,-5,2
COc1ccc(C)cc1NC(=O)CSc1nnc(COc2ccccc2)n1Cc1ccco1,3,-10,1,0,.,1,-15,4,0
CC(C)C(=O)Nc1ccc2c(c1)C(=O)N(CCC(=O)O)C2=O,6,-30,-2,35,19,-1,-4,-6,1
CCSc1nc(C2CC2)cc(-c2ccco2)c1C#N,6,-6[20 µM],-2,14,17,20,-23,-4,1
CCOC(=O)N1CCN(C(=O)Cn2nc(-c3ccc(Cl)cc3)ccc2=O)CC1,5,-21,-2,6,.,-7,-20,-5,-2
CN(Cc1cccc(-n2cccn2)c1)Cc1cn(C)nc1-c1ccccc1F,6,-7,1,-18,8,4,9,-7,-5
Cc1cccc(OCCCN2C(=O)C(=O)c3cc(C)ccc32)c1,7,-23,4,.,8,-2,0,-3,-1
Cc1cccc(NC(=O)N2CCC(n3nnc4cc(C)ccc43)CC2)c1,3,-21,-7,1,13,-2,4,-2,4
O=C(CN1CCN(c2ccc(O)cc2)CC1)NC(=O)NCc1ccco1,5,-4,0,21,10,8,3,-3,4
CN(C)[C@@H](CO)c1nnc([C@H](CCC(=O)O)NC(=O)C2CCNCC2)o1,0,-29,0,9,8,-7,-3,7,5
O=C(O)c1cc(-c2ccc3c(c2)OCCO3)n[nH]1,1,-26,-5,18,3,-2,-8,-3,5
Cc1ccc2cc3c(NC(=O)CC(C)C)nn(C)c3nc2c1,0,-14,0,-1,6,-10,1,-3,1
CNc1n[nH]c(=S)s1,0,-17,-5,-7,10,-10,-8,-6,3
COc1ccccc1N1CCN(C(=O)CN(Cc2ccc(Cl)cc2)S(C)(=O)=O)CC1,7,-16[20 µM],4,29,0,-13,2,-4,-4
CC(C)CN(C(=O)c1ccco1)c1nc2ccccc2s1,0,-12,-5,24,11,-4,-17,2,-1
C=CCNc1nc2c(c(=O)n(C)c(=O)n2C)n1Cc1ccc(F)cc1,40*,-37,40*,24,11,-3,3,-8,2
CN1C(=O)CC(c2ccco2)Sc2ccccc21 (stereo unspecified),-1,-22,-3,10,7,4,-14,-4,1
CCOc1cc(/C=N\NC(=O)CN2CCOCC2)ccc1OCc1ccc(F)cc1,5,-14,1,13,0,-7,-7,-8,-2
Cc1ccc(S(=O)(=O)C(C#N)c2nc3ccccc3nc2N2CCCC2)cc1 (stereo unspecified),3,-18,-2,23,15,-3,-22,-4,20*
CC(=O)Nc1ccc(NC(=O)CCn2cnnn2)cc1,10,-31,2,8,4,-8,-1,-1,5
O=C(NCCc1ccc(Cl)cc1)c1cccnc1,5,-20[20 µM],2,22,2,-7,-10,-6,2
CCc1nc2sc3ccccc3c(=O)c2c(=O)n1Cc1ccc(OC)cc1,-4,-16,1,8,5,-13,8,-10,0
O=c1c2ccccc2nc(-c2cccs2)n1-c1cccc2ccccc12,5,-21,-2,23,10,-6,-14,-5,1
CCOC(=O)Cn1nnc(-c2ccc(OCC(C)C)cc2)n1,-2,-15,-2,29,5,-3,2,6,6
CCCOC(=O)c1c(NC(=O)C2C3C=CC(C3)C2C(=O)O)sc2c1CCC(C)C2 (stereo unspecified),1,-22,-3,-5,15,-1,-3,-8,4
CCCOc1ccccc1-c1nc2c([nH]1)c(=O)[nH]c(=O)n2C,9,-12[20 µM],4,4,10,-4,-31,2,-3
CSc1ncccc1C(=O)OCC(=O)c1ccc(Br)s1,4,-33,-3,1,12,-11,-5,-12,2
CCCN(CCC)CC(O)COc1ccc([N+](=O)[O-])cc1 (stereo unspecified),1,-13[20 µM],2,17,16,-16,-5,-6,-5
CCC(C)NC(=O)CN(C1CCCCC1)S(C)(=O)=O (stereo unspecified),7,-34,-1,22,6,-1,-6,-5,0
CC1CCCN(Cc2csc(N)n2)C1 (stereo unspecified),6,-17,0,7,1,-1,-2,1,5
C=C(C)CN1C(=O)C(O)(CC(=O)c2ccc3c(c2)OCCO3)c2ccccc21 (stereo unspecified),-1,-18[20 µM],-1,-6,7,0,-14,-3,-3
Cc1cccc(OCC(=O)O/N=C(\N)c2ccc(Cl)cc2)c1,-1,-8[20 µM],-5,.,16,2,-3,4,2
CCCCCC(=O)N1CCCCC1,-1,-24,-8,12,2,1,4,-1,13
COc1ccc(OCC(=O)Nc2ccc(NC(=O)c3cccs3)c(OC)c2)cc1,-4,-6,-4,22,4,-3,-4,-1,-2
O=C(c1ccccc1Sc1cccc2ccccc12)N1CCOCC1,1,-20[20 µM],0,37,2,-2,-16,-7,-6
O=C(CSc1nnc(-c2ccccc2)o1)Nn1cnnc1,3,-18,4,0,4,4,2,3,-3
CCOC(=O)Cn1nc(Cc2ccccc2)c2ccccc2c1=O,7,-3[20 µM],0,29,9,4,2,5,-1
Nc1c(Cl)ncnc1N/N=C/c1ccc2ccccc2n1,5,-9,-1,62*,13,43,-6,1,5
Cc1ccc(OCC(=O)Nc2ccc3c(c2)OCO3)c(C)c1,1,-7,-3,36,4,7,-4,0,-2
COc1ccc2ccccc2c1CNCc1ccccn1,6,-6[20 µM],4,-8,7,-4,-3,-5,-6
CCOc1ccc(NC(=O)CSc2nnc(C)n2CCCOC)cc1,5,-31,-4,-6,5,3,-25,-8,4
COc1ccc(N(Cc2cc3cc(OC)ccc3[nH]c2=O)C(=O)c2cccnc2)cc1,2,-17,-1,11,13,-6,.,-6,3
CCOCCCNC(=O)Cn1nc(-c2ccccc2)ccc1=O,-1,-4,-2,2,6,2,6,-8,4
Cc1cc(C)c(C(N)=O)c(NCCc2ccccc2)n1,1,6[20 µM],-1,5,6&12,-3,-2,4,-2
O=C1c2ccccc2NC(c2ccco2)N1NS(=O)(=O)c1ccccc1 (stereo unspecified),1,-19,-3,5,8,-4,-11,-9,7
CCN(CC)c1ccc(C=C2C(=O)OC3(CCCC3)OC2=O)cc1,2,-14,-4,-14,14&8,-21,-137,-3,4
CCCCNC(=O)c1ccc(CNc2c(N3CCC(C(=O)OCC)CC3)c(=O)c2=O)cc1,7,-7[20 µM],-1,-29,11,1,4,-5,-6
# Next part
SMILES,BaF3 tox,Furin inh,Ba/F3 V617F tox,PPC-1+TRAIL kill,EP2 antag,Tb hexokinase,p47phox inh,RBBP9 inhibitor,p97 ATPase inh
Cc1cc(Cl)ccc1OCC(=O)N1C(C)CCCC1C (stereo unspecified),5,-9[20 µM],-1,22,4,-1,-11,-4,-2
O=C(CSc1nc(-c2ccccc2Cl)ns1)NCc1ccc2c(c1)OCO2,3,-21,-2,-21,9,5,-1,0,5
CC(OC(=O)CCc1c[nH]c2ccccc12)C(=O)c1ccccc1 (stereo unspecified),4,-20,1,-6,13&5,-1,-3,-7,2
COc1ccc(Oc2c(-c3ccc(O)cc3O)n[nH]c2C)cc1,5,-10,-2,-7,2,19,-15,-1,1
CN(C)CCNC(=O)c1ccccc1-c1ccccc1,3,-14[20 µM],-1,-1,10,-2,16,4,5
O=C(COc1ccc2oc(-c3ccco3)cc(=O)c2c1)N1CCCCC1,4,-50,3,8,9,-36,-6,-6,-3
O=C(OCC(=O)N1CCc2ccccc2C1)c1cc(=O)[nH]c2ccccc12,-14,-22,-1,16,8,-17,-4,3,0
O=C(CN1C(=O)NC2(CCCCC2)C1=O)NCc1ccc2c(c1)OCO2,-1,-16,-4,3,8,-1,-7,0,3
COc1ccc(CCn2c(-c3ccco3)nc3ccccc3c2=O)cc1OC,6,-20[20 µM],0,13,19,-9,-2,-10,2
CCOC(=O)c1ccc(N2C(=O)C3CC=C(C)CC3C2=O)cc1 (stereo unspecified),8,-11,2,16,17,8,-11,1,-1
CCOC(=O)c1c(-c2ccccc2)oc2ccc(O)c(CN3CCCC3)c12,15,3[20 µM],15,7,6,8,-26,-4,-11
O=C1c2cccc3cccc(c23)C(=O)N1CC1CCN(CC(O)COCc2ccc3c(c2)OCO3)CC1 (stereo unspecified),10,-22,11,25,8,-12,9,3,-1
N/C(Cn1cncn1)=N\NC(=O)C(=O)Nc1cccc(C(F)(F)F)c1,8,-30,0,-10,7,-4,-4,0,-3

# Complete entries, quoted from the list. Order of values: BaF3 tox | Furin inh | Ba/F3 V617F tox | PPC-1+TRAIL kill | EP2 antag | Tb hexokinase | p47phox inh | RBBP9 inhibitor | p97 ATPase inh
# O=C1c2cccc3cccc(c23)C(=O)N1CC1CCN(CC(O)COCc2ccc3c(c2)OCO3)CC1 (stereo unspecified) reads 10 | -22 | 11 | 25 | 8 | -12 | 9 | 3 | -1
# CCOC(=O)c1ccc(N2C(=O)C3CC=C(C)CC3C2=O)cc1 (stereo unspecified) reads 8 | -11 | 2 | 16 | 17 | 8 | -11 | 1 | -1
# CC(OC(=O)CCc1c[nH]c2ccccc12)C(=O)c1ccccc1 (stereo unspecified) reads 4 | -20 | 1 | -6 | 13&5 | -1 | -3 | -7 | 2
# COc1ccc(CCn2c(-c3ccco3)nc3ccccc3c2=O)cc1OC reads 6 | -20[20 µM] | 0 | 13 | 19 | -9 | -2 | -10 | 2
# Cc1cc(Cl)ccc1OCC(=O)N1C(C)CCCC1C (stereo unspecified) reads 5 | -9[20 µM] | -1 | 22 | 4 | -1 | -11 | -4 | -2

# An excerpt; rates above refer to the full screens.
